Source: PubChem (several laboratories)
GDH-TPI counter: GDH-TPI coupling enzyme inhibitors, primary screen, artefact control for M. tuberculosis FBA inhibitor project, biochemical, absorbance, full deck. GDH-TPI coupled enzyme counterscreen, NADH absorbance. inhibition, % at 4.8 µM. 1.2% of 360,000 active; in the data active means inhibition above about 30%;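 further: 0% = DMSO wells and 100% = wells lacking the enzyme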
FBA Mtb inh: Mtb FBA enzyme inhibitors, primary screen, biochemical, fluorescence, strain H37Rv; purified M. tuberculosis FBA, fluorescence read-out; inhibition, % at 1 µM; 2.3% of 360,000 active; in the data active means inhibition above about 27%;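 further: 0% = vehicle and 100% = reference inhibitor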
FadD28 FP inh: inhibitors of FadD28 bisubstrate probe binding, primary screen, biochemical, fluorescence polarization, single point; Mycobacterium tuberculosis FadD28 fatty-acid-AMP ligase; inhibition, % at 12.5 µM; 0.22% of 360,000 active; in the data active means inhibition above about 8.5%, passing the limit was not always enough; inconclusive means no clear call, values can overlap the other calls
MazF activator: activators of E. coli MazEF toxin-antitoxin RNase, primary screen, biochemical, fluorescence, uHTS. Endoribonuclease toxin MazF (Escherichia coli (strain K12)), P0AE70. FAM/BHQ RNA-DNA oligo cleavage fluorescence, 5 h. activation, % at 20 µM. 0.32% of 350,000 active. AID 504720, 2011; in the data active means activation above about 50%
Target sequence (P0AE70 whole entry, looked up): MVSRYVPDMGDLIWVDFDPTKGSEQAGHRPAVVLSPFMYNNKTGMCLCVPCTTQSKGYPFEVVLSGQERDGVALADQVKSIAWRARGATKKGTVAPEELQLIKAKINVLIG
Rv3671c protease: Rv3671c serine protease inhibitors, primary screen, biochemical, fluorescence polarization, M. tuberculosis H37Rv; P9WHR9; inhibition, % at 5.96 µM; 0.048% of 320,000 active; AID 2606, 2010; in the data active means inhibition above about 38%;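 further: extracellular domain of Rv3671c used as enzyme; 0% = enzyme with DMSO and 100% = no enzyme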
Target sequence (P9WHR9 whole entry, looked up, the tested form may be a part): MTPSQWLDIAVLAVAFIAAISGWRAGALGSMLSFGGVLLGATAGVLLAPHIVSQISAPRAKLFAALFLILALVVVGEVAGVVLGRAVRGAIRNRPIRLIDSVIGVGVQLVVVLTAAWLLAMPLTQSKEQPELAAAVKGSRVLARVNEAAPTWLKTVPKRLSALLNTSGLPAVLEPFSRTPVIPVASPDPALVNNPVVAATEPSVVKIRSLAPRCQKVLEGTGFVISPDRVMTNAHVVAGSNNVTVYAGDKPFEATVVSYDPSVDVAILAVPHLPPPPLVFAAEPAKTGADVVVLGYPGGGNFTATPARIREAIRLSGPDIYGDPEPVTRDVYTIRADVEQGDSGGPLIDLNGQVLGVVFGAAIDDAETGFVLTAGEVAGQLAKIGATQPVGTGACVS
Mtb BioA inh: M. tuberculosis BioA enzyme inhibitors, primary screen, biochemical, plate reader, single point, HTS. 7,8-diaminopelargonic acid synthase BioA (Mycobacterium tuberculosis). purified M. tuberculosis BioA enzyme. inhibition, % at 9.99 µM. 0.096% of 360,000 active. AID 602481, 2012; in the data active means inhibition above about 40%; inconclusive means no clear call, values can overlap the other calls
UGM FP inh: M. tuberculosis UGM enzyme inhibitors, primary screen, biochemical, fluorescence polarization, single point; UDP-galactopyranose mutase (Mycobacterium tuberculosis (strain ATCC 25618 / H37Rv)), …; purified UGM, fluorescence polarization probe displacement; inhibition, % at 10 µM; 0.06% of 320,000 active; AID 504406, 2011; in the data active means inhibition above about 10%, passing the limit was not always enough; inconclusive means no clear call, values can overlap the other calls
Target sequence (P9WIQ1 whole entry, looked up): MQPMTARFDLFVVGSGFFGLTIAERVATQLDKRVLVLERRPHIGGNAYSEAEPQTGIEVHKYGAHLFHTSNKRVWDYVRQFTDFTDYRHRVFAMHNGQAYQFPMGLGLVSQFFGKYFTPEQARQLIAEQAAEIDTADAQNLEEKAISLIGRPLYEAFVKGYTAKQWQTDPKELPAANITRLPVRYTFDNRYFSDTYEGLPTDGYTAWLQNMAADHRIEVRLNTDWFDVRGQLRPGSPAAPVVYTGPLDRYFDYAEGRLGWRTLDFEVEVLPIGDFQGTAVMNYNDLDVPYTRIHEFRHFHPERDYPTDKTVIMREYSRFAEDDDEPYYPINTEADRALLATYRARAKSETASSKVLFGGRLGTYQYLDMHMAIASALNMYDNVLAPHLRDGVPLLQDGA
BoNT-F LC inh: BoNT/F light chain protease inhibitors, primary screen, biochemical, flow cytometry, MLPCN library; Botulinum neurotoxin type F light chain protease (Clostridium botulinum); Multiplex microsphere protease cleavage assay; inhibition, % at 10 µM; 0.22% of 360,000 active; AID 588497, 2011; in the data active means inhibition above about 35%, passing the limit was not always enough; inconclusive means no clear call, values can overlap the other calls; further: plate controls were buffer without enzyme for full effect and enzyme alone for no effect
PrPC surface inh: inhibitors of human cell surface prion protein PrPC, primary screen, cell-based, TR-FRET | 0.43% of 370,000 active | inhibition, % at 13.8 µM | Major prion protein (Homo sapiens), P04156 | TR-FRET read-out; in the data active means inhibition above about 24%; further: 0% = median of the test wells and 100% = reference compound wells
* marks the source's active call; other numbers are inactive results; ? = inconclusive; . = not tested or not shown; & = joins results of further samples. Hits appear at their usual frequency. Share with any hit: about 4.8%.

SMILES | GDH-TPI counter | FBA Mtb inh | FadD28 FP inh | MazF activator | Rv3671c protease | Mtb BioA inh | UGM FP inh | BoNT-F LC inh | PrPC surface inh
CCCCNC(=O)[C@H]1C[C@H]1[C@@H](O)[C@H](CO)NC(=O)[C@H](COCc1ccccc1)NC(=O)OC(C)(C)C | 10 | 4 | 1.5 | 1 | -7 | 0.3 | 3.5 | -10 | -4
NC(=O)[C@@H]1CCCN1Cc1nc(Cc2ccccc2F)no1 | 9 | 2 | -2.3 | -2 | -1 | -0.6 | -2.3 | 0 | 4
COc1ccc(NC(=O)CCC(=O)N2CCCC2)c([N+](=O)[O-])c1 | 0 | 0 | -3.0 | 3 | -7 | -0.6 | 2.4 | 4 | -20
Cc1nc(N)nc(N)c1-c1ccc(Cl)c(Cl)c1 | 0 | 3 | -0.2 | 5 | . | . | . | 13 | 1
O=C(c1cccs1)N1CCN(C2CCN(Cc3ccccc3)CC2)CC1 | 4 | 1 | -0.6 | 4 | 1 | 4.0 | -4.2 | 5 | -2
O=C(Cc1ccccc1)O/N=C1\CCCc2ccccc21 | 1 | 0 | 0.9 | 4 | 9 | . | . | 4 | 4
COc1ccc(NC(=S)N2CCN(Cc3ccccc3)CC2)cc1 | 6 | -4 | -0.1 | 4 | -5 | . | 0.9 | -4 | 7
COc1ccccc1N1CCN(Cc2c(F)cccc2Cl)CC1 | -17 | -1 | -2.2 | 3 | -2 | -0.4 | -2.2 | -2 | 0
Cc1noc(C)c1NC(=O)N(C)C[C@H]1Oc2ccc(NS(=O)(=O)c3cccs3)cc2C(=O)N([C@H](C)CO)C[C@@H]1C | 0 | 0 | -0.2 | 5 | -3 | 0.1&-4.3 | -1.4 | 1 | 1
CCN(C(=O)COC(=O)CCOc1cc(C)ccc1C)c1c(N)n(Cc2ccccc2)c(=O)[nH]c1=O | -4 | 0 | -4.1 | 0 | . | -2.5 | . | 2 | -1
CCOc1cccc(=O)c2c(C)n(CC(=O)c3ccccc3)c(C)c12 | -6 | -2 | -3.1 | 8 | 6 | . | -0.7 | -16 | -1
COC(=O)c1nn2c(C(F)(F)F)cc(-c3ccc(Br)o3)nc2c1Br | 9 | 7 | 1.5 | 111* | -1 | 0.4 | 2.0 | -6 | -9
Cn1nc(-c2ccc(NCCO)c([N+](=O)[O-])c2)c2ccccc2c1=O | 4 | -3 | -1.5 | 10 | 4 | . | -0.7 | 4 | -19
O=C(CN1C(=O)C2CC=CCC2C1=O)NCC(=O)Nc1ccc(F)c(F)c1 (stereo unspecified) | 4 | -2 | -3.0 | -3 | -2 | 0.2 | -1.6 | 5 | 4
CCN(Cc1nc(-c2cccc(Cl)c2)no1)CC1CCCO1 (stereo unspecified) | -6 | -2 | 0.2 | 7 | -3 | . | 3.9 | -6 | -6
O=C(NCC(=O)N1CCN(Cc2c(F)cccc2Cl)CC1)c1cccs1 | -4 | 2 | -3.3 | -3 | . | 3.1 | . | -6 | -7
Cc1cccc(NC(=O)CSc2ccc(-c3cccs3)nn2)c1C | 25 | 6 | 0.5 | 15 | -9 | 2.3 | -0.1 | 22 | 0
O=C(COc1ccccc1)Nc1nnc(C23CC4CC(CC(C4)C2)C3)s1 | -5 | 3 | -2.5 | 2 | 2 | -0.7 | -2.1 | -3 | 7
COc1ccccc1N1CCN(/N=C/c2ccccc2C(=O)O)CC1 | 3 | 2 | -1.0 | 1 | 2 | -0.7 | 4.8 | 16 | -6
COc1ccc(NC(=S)Nc2ccccn2)c(OC)c1 | 7 | -4 | -0.9 | 0 | 1 | -1.0 | -0.3 | -5 | 1
COC(CNC(=O)CN1CCN(Cc2ccccc2F)C1=O)OC | 12 | 0 | -1.4 | 6 | -7 | -0.2 | 3.2 | 18 | 2
CCCC(C(=O)NC(C)(C)CC)N(Cc1ccco1)C(=O)CNS(=O)(=O)c1ccccc1 (stereo unspecified) | 1 | 3 | -0.6 | 6 | -8 | . | -2.3 | -12 | 5
COc1ccc(NC(=O)N(CCCN2CCOCC2)Cc2cccnc2)c(OC)c1 | 9 | 8 | -0.3 | 4 | -9 | -1.6 | 0.9 | 4 | 3
O=S(=O)(Nc1ccc2c(c1)OCO2)c1cccc(Br)c1 | -3 | 3 | 0.3 | 4 | -5 | 0.6 | 0.2 | -5 | 14
O=C(COC(=O)c1nc(Cl)ccc1Cl)Nc1ccc2[nH]c(=O)[nH]c2c1 | 2 | -1 | -0.3 | -20 | -4 | -1.3 | 1.7 | 1 | 4
CN(C)C(CNC(=O)c1ccc(S(=O)(=O)Nc2ccccc2)cc1)c1ccco1 (stereo unspecified) | -3 | -1 | -0.8 | 3 | 9 | . | -1.7 | . | 6
COC(=O)c1ccccc1NC(=O)CSc1n[nH]c(-c2ccco2)n1 | -4 | -1 | -1.1 | 14 | 6 | -0.5 | 1.4 | -8 | -3
C=C(c1ccccc1O)n1ccnc1 | 9 | 6 | -0.9 | 2 | -2 | 0.0 | 5.5 | -34 | -8
Cc1cc(C)c(-c2csc(NC(=O)/C=C/c3cccs3)n2)c(C)c1 | 22 | 4 | -0.7 | 1 | -50 | -1.8 | -1.4 | -4 | 45*
COCCNC(=O)CSc1nnc(-c2ccccc2)c(-c2ccccc2)n1 | 2 | -2 | -2.8 | 3 | -2 | -0.9 | -4.2 | -5 | 9
COC(=O)c1c(NC(=O)CCS(=O)(=O)c2ccccc2)sc2c1CCN(C)C2 | 0 | 3 | -2.3 | -3 | -2 | 1.9 | -1.9 | 13 | 1
Brc1ccc(-c2csc3ncnc(-n4nnc5ccccc54)c23)cc1 | 5 | 3 | -1.8 | -5 | -19 | 3.2 | 4.7 | -4 | 1
Cc1cc(C)cc(N(CC(=O)NC(C)(C)C)C(=O)CCC(=O)Nc2nccs2)c1 | -4 | 1 | 0.3 | 9 | 7 | 1.0 | -0.8 | 3 | 10
COC(=O)C(C(=O)Nc1ccccc1C)C1CCCCCC1 (stereo unspecified) | -1 | 1 | -2.8 | 4 | -2 | . | -1.7 | -10 | 4
NC(=NCCc1ccccc1)NC(=O)c1cc(Cl)ccc1O | 5 | 46* | 2.4 | 6 | 4 | . | -3.5 | -5 | 2
COc1ccc(NC(=O)CCCCn2c(=O)[nH]c3ccccc3c2=O)cc1 | 2 | -1 | -0.1 | 11 | -9 | -2.8 | -1.2 | 5 | 0
COc1ccccc1CNC(=O)COC(=O)CSc1ccc(C)c(C)c1 | 3 | -1 | -2.3 | 5 | . | -0.7 | . | 2 | -2
Cc1nc(NCCc2ccccc2F)c(C#N)c(C)c1[N+](=O)[O-] | -5 | -2 | -4.7 | 3 | -5 | -4.1 | 0.6 | -2 | -3
CN(CC(=O)Nc1ccc(Cl)cc1)C(=O)CNC(=O)c1ccc2c(c1)OCO2 | 2 | -2 | -3.6 | -6 | -1 | 0.2 | -0.5 | 3 | 9
O=C(O)c1ccccc1Nc1ccc2nonc2c1[N+](=O)[O-] | 14 | -15 | -0.3 | 3 | . | . | . | 9 | -52
Cc1cc(NC(=O)CSc2nc3c(cnn3-c3cccc(Cl)c3)c(=O)[nH]2)no1 | 11 | 1 | -3.1 | -1 | 3 | -1.0 | -0.4 | -9 | 2
CC(C)(C)c1csc(NC(=O)c2ccc(Br)o2)n1 | 19 | 0 | -4.4 | 4 | 4 | -0.3 | -1.6 | 4 | 17
CC(O)(C#CCN1CCCC1)c1ccccc1 (stereo unspecified) | 2 | -1 | -0.2 | -3 | -13 | -1.0 | -1.5 | -11 | -7
N#Cc1ccc(-c2ccc(OCC(O)CN3CCCCC3)cc2)cc1 (stereo unspecified) | 7 | 58* | -0.3 | 10 | -3 | -0.2 | -0.9 | -5 | 3
Cc1ccc(C(=O)Nc2ccc(N3CCN(C(=O)c4ccco4)CC3)cc2)c(Cl)c1 | 6 | 2 | 5.0 | 7 | -3 | -1.5 | 0.6 | -16 | 0
COc1cc(C(=O)Oc2ccc(/C=N/NC(=O)c3ccncc3)cc2)cc(OC)c1OC | 7 | 0 | -0.4 | 2 | 1 | -1.4 | 0.3 | -6 | 5
CC[C@]1(C(=O)OC)[C@H]2C(=O)N(C)C(=O)[C@H]2[C@H]2CN(C)C(=NCc3ccccc3)N21 | -3 | -1 | -2.9 | 74* | . | -0.5 | . | -5 | -3
O=C(O)CN1C2=NCCCN2c2ccccc21 | 5 | 6 | -1.3 | -3 | 3 | . | -0.8 | -10 | 0
COc1cccc(N2CC34C=CC(O3)C(C(=O)O)C4C2=O)c1 (stereo unspecified) | 6 | 2 | -2.5 | 8 | -3 | -1.2 | -1.5 | 2 | -8
Cn1c(=O)[nH]c(=O)c2c1nc(CN1CCN(c3ccccc3F)CC1)n2CCCc1ccccc1 | 11 | -1 | -0.5 | 2 | -7 | -1.1 | -2.4 | -13 | 2

Next part
SMILES | GDH-TPI counter | FBA Mtb inh | FadD28 FP inh | MazF activator | Rv3671c protease | Mtb BioA inh | UGM FP inh | BoNT-F LC inh | PrPC surface inh
COc1cc(/C=C2/C(=O)N(C)C(=S)N2C)ccc1OCc1cccc(F)c1 | -11 | 1 | 0.5 | 66* | -7 | -0.1 | 0.2 | 16 | -3
C[n+]1ccccc1C1CCCC/C1=N\Nc1ccc([N+](=O)[O-])cc1[N+](=O)[O-] (stereo unspecified) | 1 | -3 | -3.8 | 0 | 2 | . | -1.0 | -5 | -6
CCS(=O)(=O)c1nc(S(=O)(=O)c2ccc(Cl)cc2)c(NCCOC)s1 | 7 | 3 | -1.4 | 0 | 7 | . | -3.8 | -2 | 1
CCOC(=O)N1CCN(c2c(NC3CCN(Cc4ccccc4)CC3)c(=O)c2=O)CC1 | 5 | -2 | -3.8 | 0 | -4 | -0.9 | -1.4 | -1 | 6
O=C(CN1CCOCC1)Nc1ccccc1-c1ccccc1 | 6 | 1 | -4.0 | 4 | -1 | -0.4 | -1.6 | 18 | 4
C[C@@H]1CN([C@@H](C)CO)C(=O)Cc2cc(NC(=O)Nc3cccc4ccccc34)ccc2O[C@@H]1CN(C)S(C)(=O)=O | 2 | 5 | 1.7 | 2 | 6 | -1.7&-1.6 | 1.1 | -6 | -7
Cc1cc(C)cc(NC(=O)Nc2cc(-c3ccccc3)nn2C)c1 | 2 | -1 | -2.0 | 9 | 1 | . | -0.8 | ? | 11
COc1cccc(COc2ccc3c(C)c(Cc4ccccc4)c(=O)oc3c2)c1 | 24 | 3 | 0.0 | 0 | -12 | -0.5 | -4.2 | -83 | -7
CCOCCOC(=O)c1[nH]c2c(c1C)C(=O)CC(c1ccc(N(C)C)cc1)C2 (stereo unspecified) | 6 | 3 | -2.3 | 14 | 7 | -0.1 | 1.2 | -10 | 3
Cc1nccn1Cc1ccccc1 | 4 | 5 | 0.5 | 0 | 8 | -2.8 | 3.1 | 9 | 10
COc1ccccc1NC(=O)CCc1c(C)[nH]c(=O)c(C#N)c1C | 26 | 4 | -0.5 | 6 | -5 | 0.1 | 0.1 | 1 | -1

Fetched one by one from above, 4 records:
SMILES | GDH-TPI counter | FBA Mtb inh | FadD28 FP inh | MazF activator | Rv3671c protease | Mtb BioA inh | UGM FP inh | BoNT-F LC inh | PrPC surface inh
O=C(CN1CCOCC1)Nc1ccccc1-c1ccccc1 | 6 | 1 | -4.0 | 4 | -1 | -0.4 | -1.6 | 18 | 4
Cc1nccn1Cc1ccccc1 | 4 | 5 | 0.5 | 0 | 8 | -2.8 | 3.1 | 9 | 10
COc1cccc(COc2ccc3c(C)c(Cc4ccccc4)c(=O)oc3c2)c1 | 24 | 3 | 0.0 | 0 | -12 | -0.5 | -4.2 | -83 | -7
CCOC(=O)N1CCN(c2c(NC3CCN(Cc4ccccc4)CC3)c(=O)c2=O)CC1 | 5 | -2 | -3.8 | 0 | -4 | -0.9 | -1.4 | -1 | 6
